Ins promoter up – insulin promoter activators in MIN6 cells, imaging, high-content screening, mouse beta cells; MIN6 insulin promoter-GFP reporter; hits give high values; z-score at 5 µM; hit rate 0.3% among 190,000; AID 1625, 2009;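 active = z-score above 3 at 5 µM with at least 500 cells counted in the well; inconclusive = wells under 500 cells, flagged as cytotoxic or low count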
West Nile antiviral – West Nile virus antiviral activity, cell-based, CPE readout (AID 1621). hit rate 0.02% among 290,000. West Nile virus-infected cells, CPE inhibition; higher % means a stronger effect. CPE inhibition, % at 10 µM; hits with a dose series show IC50 in µM; in the data active = a potency from the dose series; inconclusive = CPE inhibition mostly from about 3.7% at the one dose, without a potency; inactive = the rest, 99 in 100 with CPE inhibition below about 2.2%; note: strong numbers were not always called active
SV40 large T antigen – SV40 large T antigen inhibitors, biochemical (AID 1903) | hit rate 0.39% among 310,000 | inhibition, % at 20 µM, or IC50 in µM where a hit was titrated | SV40 large T antigen ATPase/helicase inhibition assay; higher % means a stronger effect; in the data active = a potency from the dose series; inconclusive = inhibition mostly from about 32% at the one dose, without a potency; inactive = the rest, 99 in 100 with inhibition below about 32%; note: strong numbers were not always called active
RSV CPE inhibition – RSV antiviral activity via CPE protection, HEp-2 cells, primary 10 µM value included (AID 2391); CPE inhibition, % at 10 µM, or IC50 in µM where a hit was titrated; HEp-2 cells, RSV-induced CPE inhibition; higher % means a stronger effect; hit rate 0.13% among 310,000; in the data active = a potency from the dose series; inconclusive = CPE inhibition mostly from about 23% at the one dose, without a potency; inactive = the rest, 99 in 100 with CPE inhibition below about 21%; note: strong numbers were not always called active
human PMI inhibitors – human PMI inhibitors, high substrate, primary screen, biochemical, fluorescence intensity, high mannose 6-phosphate (AID 1220); inhibition, % at 20 µM; hits with a dose series show IC50 in µM; Mannose-6-phosphate isomerase (Homo sapiens); hit rate 0.66% among 190,000; recombinant PMI enzyme, coupled fluorescence intensity; higher % means a stronger effect
Salmonella PhoP GFP – inhibitors of PhoP regulon expression, primary screen, Salmonella Typhimurium, GFP reporter (AID 1863); hit rate 0.16% among 300,000; S. Typhimurium PhoP-regulated promoter GFP reporter, 4 h; higher % means a stronger effect; inhibition, % at 50 µM; hits with a dose series show IC50 in µM;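 active = inhibition over 29.93%, a cutoff 3 SD above the screen mean, later confirmed by dose response; inconclusive = inhibition over 29.93% but no dose response follow-up; inactive = inhibition at most 29.93% or unconfirmed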;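 note: 0% = low Mg2+ inducing control and 100% = high Mg2+ repressing control; strong numbers were not always called active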
TNAP activation fold – human TNAP enzyme activators, primary screen, biochemical, luminescent, no phosphate acceptor, uHTS (AID 1001). Alkaline phosphatase, tissue-nonspecific isozyme (Homo sapiens). purified TNAP, luminescent activation assay, no phosphate acceptor; higher activation fold means a stronger effect. one-dose activation fold at 20 µM; EC50 in µM for titrated hits. hit rate 0.03% among 200,000; in the data active = activation fold from about 3, or a potency from the dose series; inactive = the rest, 99 in 100 with activation fold below about 1.6; note: many of its hits are not listed in these tables
PMI inhibitors – inhibitors of human PMI, primary screen, biochemical, fluorescence intensity, coupled assay (AID 1209). purified PMI enzyme, coupled fluorescence intensity; higher % means a stronger effect. one-dose inhibition, % at 20 µM; IC50 in µM for titrated hits. hit rate 0.42% among 190,000;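 note: plate controls were DMSO vehicle for no effect and wells lacking substrate for full effect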
ER stress rescue – rescue of cells from ER stress-induced death, primary screen, 384-well, CSM14.1, thapsigargin, ATP luminescence (AID 1222); 190,000 tested, under 10 active; cellular ATP content (survival), % at 20 µM, or EC50 in µM where a hit was titrated; CSM14.1 thapsigargin-induced death rescue, ATP luminescence; higher % means a stronger effect;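 active = EC50 below 50 µM in the dose-response confirmation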;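 note: death triggered by thapsigargin at about 15 µM added after 2 h compound pretreatment; cell ATP read after overnight thapsigargin exposure of roughly 18 to 22 hours; normalized against plate controls of thapsigargin alone and 5% DMSO vehicle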
Ins promoter up cell count – also measured in Ins promoter up; calls as there; cell count; measured here: cytotoxicity, nuclei count;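 total cells summed across four imaged fields per well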
* marks the source's active call; other numbers are inactive results; ? = inconclusive; / = not tested or not shown. Cut-off read from the data, not from the text of the source, unless noted: active = inhibition above about 50%; inactive = the rest.

SMILES	Ins promoter up	Ins promoter up cell count	West Nile antiviral	SV40 large T antigen	RSV CPE inhibition	human PMI inhibitors	Salmonella PhoP GFP	TNAP activation fold	PMI inhibitors	ER stress rescue
Cc1ccc(-c2nnc(SCC(=O)n3c4c(c5ccccc53)CCCC4)o2)cc1	-0.02	916	/	11%	1.2%	6%	1%	1.1	3%	-1.2%
O=C1CC(NC(=O)C(F)(F)F)=NN1c1ccccc1	-0.34	1656	0.0%	14%	-2.1%	6%	1%	1.2	-6%	1.6%
CCCNc1c(NS(=O)(=O)c2ccc(C)c(C)c2)c(=O)oc2ccccc12	/	/	-0.3%	12%	2.2%	/	-9%	/	/	/
Cc1cc(NC(=O)c2c([N+](=O)[O-])cnn2C)no1	-0.03	1494	-0.3%	-12%	1.7%	4%	15%	1.1	4%	-6.3%
CCOC(=O)Nc1ccc2c(CN3C(=O)NC(CC)(CC)C3=O)cc(=O)oc2c1	/	/	0.8%	-4%	1.3%	-10%	-5%	1.1	-4%	-0.6%
O=C(CSc1nnc(-c2ccc(OC(F)F)cc2)o1)NCc1cccs1	/	/	-0.4%	?	0.8%	14%	5%	1	12%	-0.9%
Cc1ccc(-c2nnn3c2nc(Cl)c2ccccc23)cc1	/	/	2.0%	0%	/	-19%	-9%	1.2	-49%	-2.4%
Cc1cc(C)n2nc(C(=O)OCCOc3ccc(F)cc3)nc2n1	1.2	1180	-0.6%	6%	0.2%	-16%	-2%	1.1	-12%	-1.1%
CCCn1cc(S(=O)(=O)CC(=O)NC2CCCCC2)c2ccccc21	0.13	1314	-0.8%	0%	0.6%	-2%	0%	1.1	4%	-1.2%
COc1ccc(Nc2nc(N)c([N+](=O)[O-])c(NC3CCCCC3)n2)cc1	/	/	2.1%	1%	-2.3%	/	2%	/	/	/
O=C(CCn1c(=S)oc2ccccc21)NCCC1=CCCCC1	-0.28	1089	-0.4%	4%	2.2%	/	-8%	/	/	/
CCn1c(SCC(=O)N/N=C/C=C/c2ccccc2[N+](=O)[O-])nnc1-c1ccccc1	-0.6	1138	0.2%	11%	2.7%	12%	-8%	1	16%	-3.1%
CSCCC(NC(=O)COc1ccccc1)C(=O)N1CCCCC1 (centres undefined)	/	/	0.0%	15%	1.2%	/	0%	/	/	/
Cc1cc(=O)[nH]c(N/N=C/c2cccc(Br)c2)n1	/	/	-2.3%	5%	1.5%	/	3%	/	/	/
COc1cccc(NC(=O)CCC2CCN(Cc3nccs3)CC2)c1	/	/	-0.1%	0%	0.1%	/	-1%	/	/	/
Cc1csc(/N=C/c2ccc([N+](=O)[O-])cc2)n1	-0.02	1375	-0.3%	2%	3.1%	6%	14%	1.1	8%	1.3%
NNC(=O)c1oc2nc(-c3ccccc3)cc(-c3ccccc3)c2c1N	/	/	-0.1%	3%	4.0%	/	-3%	/	/	/
COc1ccc(NC(=O)CN(C)CC(=O)Nc2ccc(Cl)cc2[N+](=O)[O-])cc1	-0.29	1189	-1.5%	7%	11%	-13%	-1%	1.1	-13%	-1.2%
Cc1nn(C)cc1C(C(=O)NC1CCCCC1)N(C(=O)Cc1cccs1)c1ccc(Cl)cc1 (centres undefined)	0	1271	0.1%	19%	-0.5%	-4%	-2%	1.2	3%	-1.7%
Cn1c(=O)oc2cc(S(=O)(=O)Nc3cccc(F)c3)ccc21	-0.59	1156	0.1%	9%	-0.7%	-10%	-7%	1.1	-10%	-1.6%
CCN(CC)CCCNCC(=O)Nc1ccc2c(c1)CCC2	0.56	1287	0.8%	10%	-1.8%	7%	-1%	1.1	11%	-0.7%
CC(C)OC(=O)Cn1c(=O)oc2ccccc21	/	/	0.0%	2%	0.8%	-3%	1%	1	-5%	-0.5%
CN1C(=S)SC(C)(C)C1(C)NO (centres undefined)	-0.86	1512	/	1%	1.4%	2%	1%	1.1	-8%	-0.4%
COC(=O)/C(C#N)=C/c1c(N2CCN(C)CC2)nc2ccccn2c1=O	/	/	-0.4%	3%	-0.1%	/	-4%	/	/	/
CCOC(CNC(=O)Cn1nc(C)c2ccccc21)OCC	0.13	1325	0.1%	15%	1.7%	-6%	0%	1	-6%	-12%
CCS(=O)(=O)c1nc(S(=O)(=O)c2ccc(C)cc2)c(NCCCN(C)C)s1	/	/	0.0%	0%	2.1%	-10%	8%	1.2	-13%	-2.5%
Cc1onc(-c2ccccc2Cl)c1C(=O)NCc1ccc2c(c1)cc(C)n2C	-2.2	1027	-0.1%	17%	-0.3%	/	-6%	/	/	/
O=C(Nc1cccc(Cl)c1N1CCOCC1)c1cc([N+](=O)[O-])ccc1N1CCOCC1	/	/	0.3%	5%	6.8%	/	-5%	/	/	/
O=C(Nc1ccccc1-c1nnc(SCc2ccc(Cl)cc2)o1)c1ccccc1	-0.21	1691	-1.4%	1%	19%	4%	-7%	1.1	0%	-0.1%
CC(=O)NCC(=O)OCC(=O)Nc1nc(-c2ccccc2)cs1	-0.48	1297	-0.2%	5%	-0.5%	-4%	0%	1.1	-13%	-2.0%
N#CCCn1cc(C(=O)Nc2ccccc2Br)c(-c2cccs2)n1	0.15	1263	-1.3%	12%	6.8%	0%	9%	1.1	2%	-1.3%
CCN(CC)S(=O)(=O)c1ccc(O)c(NC(=O)CN2CCc3ccccc3C2)c1	-0.43	1205	0.5%	6%	2.3%	-3%	-3%	1	-7%	0.1%
Cc1ccc(S(=O)(=O)N2CCCCC2)cc1NC(=O)COC(=O)c1ccccc1F	0.41	1247	-0.8%	2%	-1.6%	-1%	-6%	1.1	-2%	-0.7%
CC1CCN(C(=O)c2cc(-c3ccc4c(c3)OCO4)on2)CC1	/	/	-0.1%	-4%	5.1%	/	7%	/	/	/
CC(=O)c1cccc(NC(=O)c2cccc(S(=O)(=O)N(C)C)c2)c1	0.21	1297	0.9%	-2%	1.9%	-4%	-5%	1	-2%	-2.1%
CCOc1ccc(S(=O)(=O)N(CC(=O)N2CCC(C(N)=O)CC2)c2ccc(F)cc2)cc1	/	/	0.1%	9%	2.6%	/	-4%	/	/	/
CCCn1cnc2cc(NCc3cccs3)ccc21	-0.07	993	0.6%	28%	1.8%	/	-2%	/	/	/
CCCCC(C(=O)NC1CCCC1)N(C(=O)c1snc(C(N)=O)c1N)c1ccc(C)cc1 (centres undefined)	/	/	-0.2%	22%	0.7%	/	4%	/	/	/
CCOC(=O)c1nc(C)n(-c2ccc([N+](=O)[O-])cc2)n1	-0.02	1178	-0.2%	11%	0.4%	9%	5%	1.1	8%	-1.9%
CC(=O)c1cccc(N(CC(=O)Nc2ccc(S(=O)(=O)N3CCCC3)cc2)S(C)(=O)=O)c1	/	/	-0.1%	8%	0.9%	/	-7%	/	/	/
OCc1ccccc1OCCCOc1cccc2cccnc12	/	/	-0.8%	5%	2.4%	/	-2%	/	/	/
N#CCSc1nnc(Cc2ccc3c(c2)OCO3)o1	0.88	1156	-0.8%	-2%	-0.3%	-21%	2%	1.2	-40%	1.2%
CC(=O)NS(=O)(=O)c1ccc(N=c2ssc3c2-c2cc(C)ccc2NC3(C)C)cc1	0	1336	-0.1%	>100µM*	?	-8%	-10%	1	-12%	3.0%
CCN(CC)S(=O)(=O)c1ccc(C(=O)Nc2nnc(C(C)C)s2)cc1	0.01	1904	-0.2%	10%	2.1%	3%	17%	1.1	3%	-2.4%
Cc1ccccc1-c1nc(-c2ccc(NC(=O)c3ccc4c(c3)OCO4)cc2)no1	/	/	?	3%	7.6%	-4%	2%	1	1%	-1.6%
COc1ccc(CCC(=O)NCc2ccccc2OC)cc1	/	/	0.2%	5%	0.1%	/	-7%	/	/	/
CNCCOc1ccccc1-c1ccccc1	/	/	-0.1%	17%	0.5%	1%	28%	1	-1%	0.7%
O=C(Nc1cccc(-n2cnnn2)c1)c1ccoc1COc1ccc(Cl)cc1	/	/	0.2%	10%	3.5%	/	-7%	/	/	/
COc1ccccc1NC(=O)C(=O)N/N=C(\C)CC(=O)Nc1ccccn1	0.68	1450	0.4%	9%	0.5%	-6%	-4%	1.3	-16%	0.8%
CC(C)N(C)Cc1cn(C)nc1-c1ccc(Oc2ccccc2)cc1	/	/	-0.3%	-6%	-1.5%	/	-8%	/	/	/
Cc1ccc(CNC(=O)C2CCCN(c3nc4ccccc4o3)C2)cc1 (centres undefined)	-0.59	1370	/	21%	-0.3%	2%	0%	1.3	-7%	1.1%
CCOc1ccc(Br)cc1C(=O)N/N=C/c1ccccn1	/	/	-0.5%	6%	6.2%	/	7%	/	/	/
CCCNC(=O)c1onc(CSc2ccc(F)cc2)c1C(=O)NCCC	0.54	948	-0.6%	11%	-0.8%	/	-4%	/	/	/
COc1ccc(/C(O)=C2\C(=O)C(=O)N(c3cc(C)on3)C2c2cccc(OC)c2OC)cc1C (centres undefined)	0.15	1640	0.1%	7%	0.2%	-7%	4%	1.1	-6%	0.2%
CC1CCCCN1C(=O)COC(=O)c1n[nH]c2ccccc12 (centres undefined)	-0.22	907	-0.2%	19%	3.2%	2%	6%	0.4	1%	-2.2%
COc1ccc2nc(-n3c(C)ccc3C)sc2c1	0.22	1148	-0.3%	-1%	3.0%	-8%	-5%	1.1	5%	-5.2%
COCc1cc(Sc2ccc(Cl)cc2)nc(C)n1	0.48	1496	-0.2%	7%	3.3%	-1%	-7%	1.1	-3%	-0.4%
CC(C)C[C@@H](CO)N1CCN(CCc2ccccc2)CCC1=O	/	/	-0.4%	8%	-0.2%	/	4%	/	/	/
COc1cc(C=C(c2nc3ccccc3s2)c2nc3ccccc3s2)ccc1O	1.1	1298	0.6%	16%	1.1%	34%	3%	0.8	23%	-3.7%
CCOC(=O)c1sc(=NC(=O)CCSc2ccccc2)n(C)c1C	-0.5	1501	0.2%	-5%	7.0%	-8%	0%	1.2	-8%	0.4%
Cc1c(/C=N/n2cnnc2)c2ccccc2n1CCOc1ccc(Cl)cc1	-0.03	1126	-1.1%	13%	8.7%	6%	-6%	1	7%	-0.7%
O=C1CCC(=O)N(O)CCCCCNC(=O)CCC(=O)N(O)CCCCCNC(=O)CCC(=O)N(O)CCCCCN1	0.96	999	-0.3%	-8%	-0.3%	/	-3%	/	/	/
Cc1c(/C(Cc2ccccc2)=N/O)c2ccccc2n1C	-0.61	1238	-0.2%	15%	-1.4%	15%	-5%	1.1	10%	-2.8%

Arranged by the number under human PMI inhibitors (lowest first): 3 from the list above.
| Structure | West Nile antiviral | SV40 large T antigen | RSV CPE inhibition | human PMI inhibitors | Salmonella PhoP GFP | TNAP activation fold | PMI inhibitors |
| --- | --- | --- | --- | --- | --- | --- | --- |
| COc1ccccc1NC(=O)C(=O)N/N=C(\C)CC(=O)Nc1ccccn1 | 0.4% | 9% | 0.5% | -6% | -4% | 1.3 | -16% |
| CC1CCCCN1C(=O)COC(=O)c1n[nH]c2ccccc12 (centres undefined) | -0.2% | 19% | 3.2% | 2% | 6% | 0.4 | 1% |
| Cc1c(/C=N/n2cnnc2)c2ccccc2n1CCOc1ccc(Cl)cc1 | -1.1% | 13% | 8.7% | 6% | -6% | 1 | 7% |

Bioassay records (PubChem BioAssay)
